rCAG RNA binder = binders of r(CAG) RNA repeats, primary screen, biochemical, fluorescence | r(CAG) RNA repeat, TO-PRO-1 dye displacement fluorescence | inhibition, % at 3 µM | 370,000 compounds, 1.3% hits | AID 651821, 2012;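 active means inhibition above the plate cutoff, the mean of all test compounds on that plate plus 3 SD, cut at about 35% in these data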;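 further: 0% = DMSO alone and 100% = 100 µM mitoxantrone as full dye displacement; higher means more dye released from RNA so lower well fluorescence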
HTRA1 inh = HTRA1 serine protease inhibitors, primary screen, biochemical, fluorescence polarization, HTS | recombinant HTRA1, FP-rhodamine activity-based probe | inhibition, % at 5.96 µM | 340,000 compounds, 0.5% hits | AID 504803, 2011; in the data active means inhibition above about 36%;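 further: 0% = enzyme with DMSO and 100% = wells lacking enzyme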
SIAE inh = human SIAE inhibitors, primary screen, biochemical, fluorescence polarization, FP-Rh probe, 1536-well HTS. Sialate O-acetylesterase (Homo sapiens), Q9HAT2. SIAE FP-Rh probe binding. inhibition, % at 9.66 µM. 370,000 compounds, 0.69% hits;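 active means inhibition above a cutoff: mean of compounds within the control limits plus 3 SD of those, cut at about 17% in these data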;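 further: 0% = plate median of compound wells and 100% = probe without SIAE protein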
Target sequence (Q9HAT2 whole entry, looked up): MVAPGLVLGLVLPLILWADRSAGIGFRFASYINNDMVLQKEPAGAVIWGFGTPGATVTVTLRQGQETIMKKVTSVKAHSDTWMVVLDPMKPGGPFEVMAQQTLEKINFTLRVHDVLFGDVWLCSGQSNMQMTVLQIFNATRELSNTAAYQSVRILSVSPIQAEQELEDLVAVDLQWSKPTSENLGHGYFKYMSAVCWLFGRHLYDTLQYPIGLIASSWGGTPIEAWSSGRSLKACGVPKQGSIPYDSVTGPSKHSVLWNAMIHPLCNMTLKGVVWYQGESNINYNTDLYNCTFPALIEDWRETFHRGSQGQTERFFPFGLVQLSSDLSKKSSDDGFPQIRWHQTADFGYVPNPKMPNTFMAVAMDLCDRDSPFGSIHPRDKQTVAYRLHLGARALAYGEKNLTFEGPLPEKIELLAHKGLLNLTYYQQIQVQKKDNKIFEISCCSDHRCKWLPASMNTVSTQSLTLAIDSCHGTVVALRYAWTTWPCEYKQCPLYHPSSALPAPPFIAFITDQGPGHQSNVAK
ABHD4 inh = ABHD4 inhibitors, primary screen, biochemical, fluorescence polarization, mouse; (Lyso)-N-acylphosphatidylethanolamine lipase (Mus musculus), Q8VD66; purified mABHD4, FP-Rh probe fluorescence polarization; inhibition, % at 8.92 µM; 370,000 compounds, 0.54% hits;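 active means inhibition exceeding the mean over every tested compound plus 3 SD, cut at about 30% in these data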;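 further: 0% = plate median of compound wells and 100% = S159A mutant with DMSO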
Target sequence (Q8VD66 whole entry, looked up): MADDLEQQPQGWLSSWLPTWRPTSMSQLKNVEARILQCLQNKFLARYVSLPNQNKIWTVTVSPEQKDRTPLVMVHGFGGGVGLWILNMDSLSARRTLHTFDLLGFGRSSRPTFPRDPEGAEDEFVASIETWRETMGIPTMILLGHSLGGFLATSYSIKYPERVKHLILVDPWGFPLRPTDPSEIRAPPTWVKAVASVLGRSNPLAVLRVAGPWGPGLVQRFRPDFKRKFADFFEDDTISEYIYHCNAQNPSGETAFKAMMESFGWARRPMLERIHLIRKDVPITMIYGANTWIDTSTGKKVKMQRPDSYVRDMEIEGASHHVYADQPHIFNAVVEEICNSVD
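assay system = mABHD4 protein | compound dosing = single nominal dose of 8.92 µM, 0.89% DMSO final | read-out basis = percent inhibition of probe binding, normalized to plate controls | schedule = Enzyme–compound pre-incubation 45 min, then probe 60 min, both 25 °C | detection = fluorescence polarization, excitation 525 nm, emission 598 nm, BODIPY TMR filters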
MBD2 inh = inhibitors of MBD2 binding to methylated DNA, primary screen, biochemical, TR-FRET, DNA-binding domain, human. MBD2 binding to methylated oligonucleotide. inhibition, % at 4.4 µM. 370,000 compounds, 0.31% hits. AID 686964, 2013; in the data active means inhibition above about 13%
LEDGF integ inh = blockers of LEDGF/p75-dependent integrase strand transfer – biochemical, TR-FRET, high throughput, primary screen | AID 743269, 2014 | HIV-1 integrase (with human LEDGF/p75) | inhibition, % at 3.7 µM | 370,000 compounds, 0.64% hits | TR-FRET IN-LEDGF/p75 DNA integration, Eu/Cy5;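 active means inhibition above the screen-wide mean plus 3 SD, cut at about 13% in these data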;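 further: signal is the Cy5 over europium emission ratio at 671 and 618 nm; 0% = plate median of compound wells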
TDP2 inh = human TDP2 enzyme inhibitors, primary screen, biochemical, epi absorbance, recombinant enzyme | T5PNP hydrolysis, p-nitrophenol absorbance 415 nm | inhibition, % at 12.8 µM | 370,000 compounds, 0.34% hits | Tyrosyl-DNA phosphodiesterase 2 (Homo sapiens), O95551;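 active means inhibition above the mean of all tested compounds plus 3 SD, set per campaign, cut at about 25% in these data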;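 further: 0% = DMSO with enzyme and 100% = buffer with substrate but no TDP2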
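Incubation: 2 h at 37 °C; Test system: recombinant human TDP2; Quantity: enzyme 120 nM; Read-out basis: percent inhibition; Medium: 50 mM Tris-HCl pH 7.5 with Mg2+, KCl, DTT, BSA; Repeats: single replicate; Compound: 12.8 µM single point, 1% DMSO; Signal: epi absorbance; Reagent: 5 mM T5PNP chromogenic substrate; Benchmarks: no-enzyme high, DMSO-plus-enzyme low.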
TCR-CD3 inh = inhibitors of human TCR-CD3 interaction, primary screen, biochemical, fluorescence, TAMRA-labeled TCR probe; inhibition, % at 9.4 µM; 360,000 compounds, 0.37% hits; T-cell receptor (TCR); AID 651800, 2012; in the data active means inhibition above about 19%;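 further: recombinant mutant TCR 2C K166C tagged with TAMRA read by polarization; 0% = receptor in buffer alone and 100% = receptor with positive control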
NPR2 activator = human GC-B receptor activators, primary screen, HEK293 GC-B cells, cGMP TR-FRET, EC30 CNP. Atrial natriuretic peptide receptor 2 (Homo sapiens), P20594. 0% at EC30 CNP, 100% saturating CNP. activation, % at 10 µM. 370,000 compounds, 0.11% hits. AID 1920062, 2024;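 active means activation at 10 µM reaching about 35% in either raw or pattern-adjusted values, limit read from the data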
PRMT1 inh = PRMT1 methyltransferase inhibitors, primary screen, biochemical, fluorescence polarization | Protein arginine N-methyltransferase 1 (Homo sapiens), Q99873 | recombinant PRMT1, activity-based probe fluorescence polarization | inhibition, % at 2.79 µM | 370,000 compounds, 1.3% hits;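 active means inhibition above about 21% made by adding two undisclosed values, limit read from the data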
An asterisk follows results filed as active; nt = no result given.

SMILES	rCAG RNA binder	HTRA1 inh	SIAE inh	ABHD4 inh	MBD2 inh	LEDGF integ inh	TDP2 inh	TCR-CD3 inh	NPR2 activator	PRMT1 inh
Cc1ccc(CNC(=O)CNC(=O)[C@@H]2Cc3ccccc3CN2)cc1	-2.6	5.6	1.5	3.0	-0.6	-2.8	-5.5	-3.7	0.3	-2.7
Cc1ccc(-c2ccc(C(=O)O)c(C)n2)cc1	-0.8	-2.3	-2.9	-3.1	-6.6	0.4	10.7	1.5	6.1	1.3
COc1ccc2oc(=O)c(C(=O)N3CCCC3)cc2c1	-2.4	10.2	9.3	1.8	4.7	0.5	3.4	-3.8	0.7	8.1
CS(=O)(=O)N1CCc2cc(-c3csc(NCC4CCCO4)n3)ccc21 (centres undefined)	15.1	0.6	-20.4	5.2	-0.7	2.2	-13.1	-1.9	-4.4	17.7
Cc1cc[n+](Cc2ccc([N+](=O)[O-])cc2)cc1	-1.4	1.1	-5.2	-2.2	2.7	-3.8	8.7	-7.3	1.3	3.0
COc1cccc(/C=N/Nc2nnc(C)n2N)c1OCc1ccccc1Cl	1.1	4.3	-2.9	1.3	-5.0	40.7*	54.0*	4.8	-1.5	0.5
CCN(c1ccc(NC(=O)COC(=O)CCC(=O)c2ccc(F)cc2)cc1)C(C)C	-2.1	16.8	2.0	14.5	-1.1	-4.1	-3.0	-8.1	-0.3	6.2
Cc1ccc(C(=O)NCCCn2ccnc2)cn1	-1.2	6.4	-0.8	4.5	1.5	2.5	2.5	-3.8	5.0	3.2
Cc1ccc(NC(=O)C(Cc2ccccc2)NC(=O)c2ccco2)cc1 (centres undefined)	2.0	-6.2	-4.0	3.8	-0.6	-2.4	4.0	8.1	3.5	-0.5
COC(=O)C1=C2SCC(=O)N2C(N)=C(C#N)C1	2.4	5.2	9.9	-2.3	-2.4	-1.9	18.2	0.2	3.9	-1.1
C[C@@H](NCCCn1ccc(NC(=O)OCc2ccccc2)nc1=O)c1cccc2ccccc12	5.5	-3.5	-0.2	3.0	2.2	-0.3	-3.8	-8.0	-6.9	-2.8
O=C(COC(=O)C1(c2ccc(F)cc2)CCCC1)N1CCc2ccccc21	-2.9	1.2	6.1	-3.6	1.4	4.4	3.5	-0.2	4.9	-1.9
COc1ccc(CCN2CC(C(=O)NCc3cc(C(C)C)no3)CCC2=O)cc1 (centres undefined)	-4.6	-2.0	15.1	-2.0	3.9	-0.5	17.8	2.8	1.3	-0.1
CCOc1ccc(C(=O)OCC(=O)Nc2nc(OC)cc(OC)n2)cc1OCC	0.2	-4.8	0.5	1.6	-6.5	-4.9	-6.7	6.2	5.0	0.0
Cc1cc(C(=O)N2CCC2(C)C(=O)NS(=O)(=O)c2cccc(Cl)c2)nn1C (centres undefined)	1.7	nt	0.1	-0.8	-3.2	2.2	-7.1	-1.9	8.4	-2.2
COc1ccc(C)cc1S(=O)(=O)N(CC(=O)N1CCOCC1)c1cc(C)cc(C)c1	-2.3	1.1	-7.8	-11.6	-6.0	1.6	-21.8	-8.4	-10.9	-0.8
O=C(Nc1ccc(S(=O)(=O)N2CCN(c3ccccc3)CC2)cc1)c1cccs1	15.7	-62.2	-44.7	-61.8	4.6	-3.3	-1.7	-4.2	-8.3	1.7
CCCCOc1ccc(/C=C/C(=O)OCC(=O)NC2CCS(=O)(=O)C2)cc1OCC (centres undefined)	-10.2	-4.8	-1.5	-3.0	-3.8	-1.0	2.0	1.6	0.9	-1.4
CCCc1cc(=O)[nH]c(SCC(=O)Nc2c(C)n(C)n(-c3ccccc3)c2=O)n1	2.8	5.0	1.7	-1.2	-6.1	2.2	9.0	2.1	1.9	3.7
CCC(C(=O)NCC1CCCO1)n1nc(C)c2sc3ccccc3c2c1=O (centres undefined)	-5.5	-0.7	-0.8	-3.0	-5.8	1.4	7.7	4.9	-3.2	-3.2
CC1=NN(c2cccc(Cl)c2)C(=O)C12CC(C)=C(C)CS2 (centres undefined)	-2.7	-4.6	4.8	7.3	2.8	-1.1	0.2	-7.2	-5.9	5.2
O=C(O)c1cc(N/N=C/c2ccc(N3CCOCC3)cc2)ccc1Cl	17.9	-2.1	4.2	13.1	1.8	-1.0	7.4	-5.0	-1.5	6.2
Cc1nn(CCCC(=O)Nc2cc(Oc3ccccc3)cc([N+](=O)[O-])c2)c(C)c1[N+](=O)[O-]	10.3	-38.2	-8.5	-29.7	-1.6	-3.5	-10.7	-6.5	-5.2	1.2
COC(=O)[C@]12C[C@H](CC(=O)NCc3ccccc3)C(=O)N(Cc3ccccc3)C1=C[C@H](C1CCCC1)O[C@@H]2C	3.0	nt	0.1	1.3	2.9	-2.6	1.7	0.5	-7.8	5.2
Oc1[nH]c2ccccc2c1N=Nc1nc2ccccc2s1	3.7	11.3	-0.5	-5.6	-4.9	5.4	-13.8	-1.9	-1.9	-3.5

Entries of single compounds, looked up by structure. Screens in order: rCAG RNA binder | HTRA1 inh | SIAE inh | ABHD4 inh | MBD2 inh | LEDGF integ inh | TDP2 inh | TCR-CD3 inh | NPR2 activator | PRMT1 inh
Listed for O=C(O)c1cc(N/N=C/c2ccc(N3CCOCC3)cc2)ccc1Cl : 17.9 | -2.1 | 4.2 | 13.1 | 1.8 | -1.0 | 7.4 | -5.0 | -1.5 | 6.2
Listed for Cc1ccc(CNC(=O)CNC(=O)[C@@H]2Cc3ccccc3CN2)cc1 : -2.6 | 5.6 | 1.5 | 3.0 | -0.6 | -2.8 | -5.5 | -3.7 | 0.3 | -2.7

The main list resumes, starting 5 compounds before the break.
SMILES	rCAG RNA binder	HTRA1 inh	SIAE inh	ABHD4 inh	MBD2 inh	LEDGF integ inh	TDP2 inh	TCR-CD3 inh	NPR2 activator	PRMT1 inh
CC1=NN(c2cccc(Cl)c2)C(=O)C12CC(C)=C(C)CS2 (centres undefined)	-2.7	-4.6	4.8	7.3	2.8	-1.1	0.2	-7.2	-5.9	5.2
O=C(O)c1cc(N/N=C/c2ccc(N3CCOCC3)cc2)ccc1Cl	17.9	-2.1	4.2	13.1	1.8	-1.0	7.4	-5.0	-1.5	6.2
Cc1nn(CCCC(=O)Nc2cc(Oc3ccccc3)cc([N+](=O)[O-])c2)c(C)c1[N+](=O)[O-]	10.3	-38.2	-8.5	-29.7	-1.6	-3.5	-10.7	-6.5	-5.2	1.2
COC(=O)[C@]12C[C@H](CC(=O)NCc3ccccc3)C(=O)N(Cc3ccccc3)C1=C[C@H](C1CCCC1)O[C@@H]2C	3.0	nt	0.1	1.3	2.9	-2.6	1.7	0.5	-7.8	5.2
Oc1[nH]c2ccccc2c1N=Nc1nc2ccccc2s1	3.7	11.3	-0.5	-5.6	-4.9	5.4	-13.8	-1.9	-1.9	-3.5
Cc1ccc(/C=N/NC(=O)CN2CCN(Cc3ccccc3Cl)CC2)o1	-5.0	-4.7	0.5	-3.5	-1.5	6.9	-1.5	-5.0	-4.1	-3.4
COc1ccc(Cl)cc1-n1c(=S)sc2c(=O)[nH]c(SCC(=O)NCCC(C)C)nc21	20.7	-8.4	2.4	-4.1	-5.0	6.4	-10.3	9.8	6.6	-2.3
COc1ccccc1NC(=O)CN(Cc1ccco1)C(=O)c1ccc(Cl)nc1	1.0	1.3	-5.3	0.8	-2.7	3.0	-5.1	7.0	-4.3	2.0
CC1CCCC(=NNC(=O)C2COc3ccccc3O2)C1 (centres undefined)	0.9	-4.7	-0.4	-7.9	1.7	-6.4	-3.5	-6.8	1.8	3.0
COc1ccccc1OCCC(=O)NCc1ccc2c(c1)OCO2	-1.5	-4.7	1.0	1.4	4.4	0.5	-1.7	-0.5	5.0	0.1
CC1CC(C)(C)n2c(O)c(N=NC(N)=S)c3cccc1c32 (centres undefined)	7.9	2.6	-1.8	1.5	-2.5	-1.6	7.9	-0.4	-15.8	7.4
Cc1ccc(CCNC(=O)C2CCN(C(=O)N(C)C)CC2)cc1	-5.0	-2.9	1.9	1.5	-1.3	-0.2	-7.1	2.5	0.8	-2.6
CN(C)c1ccc(/C=C/C=C2/SC(=S)N(c3ccccc3)C2=O)cc1	16.9	-43.2	-58.1	-112.9	-3.0	2.2	-22.4	-79.2	-3.4	-0.6
Cc1cc(C(C)(C)C)oc1C(=O)N(CC(=O)NC1CCCC1)Cc1ccccc1Cl	-9.6	-43.8	-11.3	-6.5	2.4	-0.1	-7.8	5.0	0.9	-0.9
O=C1CC(c2ccc(F)cc2)CC(O)=C1C1NCCc2ccccc21 (centres undefined)	1.5	2.2	-1.4	4.1	-7.8	2.2	-7.7	7.1	7.9	-0.7
O=C(NCC(c1cccs1)N1CCOCC1)c1cn(-c2ccccc2)nc1-c1ccc(F)cc1 (centres undefined)	1.3	-6.0	-2.2	6.3	-3.3	-0.1	3.6	3.2	-9.0	-5.1
Cc1cc(C)n(/C(=C/N(C)C)C(=O)c2ccccc2)n1	-2.3	1.9	1.2	-4.8	-4.1	6.4	-3.6	1.0	-2.4	-4.2
Cc1cc(C)nc(SCc2ccc(F)cc2)n1	-1.2	-29.5	-3.6	3.0	10.0	0.3	11.8	5.6	1.7	-2.5
O=C(NS(=O)(=O)c1ccccc1)c1cccc(Br)c1	3.6	8.1	9.9	5.1	1.2	1.3	2.0	3.0	1.0	-4.2
O=C(NNC(=S)NCC1CCCO1)c1cccc(S(=O)(=O)N2CCOCC2)c1 (centres undefined)	2.9	-0.2	3.9	1.6	-2.0	4.6	8.6	3.5	1.9	-2.9
COC(=O)c1cc(=O)n(CCc2ccc(OC)c(OC)c2)c(=Nc2ccc(F)c(Cl)c2)s1	1.1	-14.4	-4.5	7.2	2.6	0.2	5.0	-2.4	-2.6	0.3
CCN1CCN(S(=O)(=O)c2ccc(F)c(C(=O)Nc3c(F)cc(F)cc3Br)c2)CC1	0.9	6.7	-9.1	3.4	2.5	-2.6	8.0	-7.8	0.0	7.0
Cc1c(CCC(=O)O)c(=O)oc2cc(OCc3ccccc3Br)ccc12	56.3*	-13.7	-11.3	-24.0	6.0	-3.0	-13.6	-6.6	-3.7	11.2

With a hit mark in TDP2 inh, of those listed so far:
structure	HTRA1 inh	SIAE inh	MBD2 inh	LEDGF integ inh	TDP2 inh	TCR-CD3 inh	NPR2 activator	PRMT1 inh
COc1cccc(/C=N/Nc2nnc(C)n2N)c1OCc1ccccc1Cl	4.3	-2.9	-5.0	40.7*	54.0*	4.8	-1.5	0.5

The list is partial, so the mix of outcomes need not match the whole.
